IL1B NFkB pot – enhances IL-1B driven NFkB nuclear translocation; AID 819; 94,000 compounds, 0.3% hits; activation, % at 2 µM; HUVEC IL-1B NFkB p65 nuclear translocation imaging;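 active = activation above 40%, about the mean plus 3 SD, also judged a hit on visual image review; inconclusive = activation above 40% but not a hit on visual review; inactive = activation not above 40% and no visual hit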;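 also: percent activation is computed from the nuclear over cytoplasmic p65 intensity ratio; values of inactives mirror those of a sister screen read the other way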
NFkB transloc inh – blocks IL-1B driven NFkB nuclear translocation in HUVEC cells; HUVEC IL-1B NFkB p65 nuclear translocation imaging; inhibition, % at 2 µM; 94,000 compounds, 0.43% hits; AID 796;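 active = inhibition above about 30% together with a positive call from visual inspection of the well image, limit read from the data; inconclusive = inhibition above a set limit but visual check negative; inactive = inhibition not above a set limit, visual check negative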;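 also: nuclear over cytoplasmic p65 intensity ratio measured by imaging; 0% = IL-1B stimulated DMSO wells and 100% = unstimulated DMSO wells; values of inactives mirror those of a sister screen read the other way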
MRP reversal – compounds reversing MRP-mediated drug resistance. H69AR cells + 2 uM doxorubicin, CellTiter-Glo, 72 h. differential viability (reversal), % at 10 µM. 85,000 compounds, 0.04% hits;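 active = viability drop by adding the cancer drug above about 55%, with treated viability meeting a 40% cutoff, limit read from the data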;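 also: viability without doxorubicin minus viability with 2 µM doxorubicin for each compound; larger differential means the compound sensitizes cells more to doxorubicin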
Bcl-B TR3 displacers – displacers of TR3 peptide from Bcl-B, primary screen, selectivity assay for Bfl-1 inhibitor project, biochemical, fluorescence polarization. 96,000 compounds, 0.11% hits. AID 748. displacement, % at 20 µM, or IC50 in µM where a hit was titrated. FP displacement of FITC-TR3 peptide from Bcl-B; higher % means a stronger effect;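 active = displacement above 50% at 20 µM plus a fluorescence interference ratio under 1.5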;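 also: plate controls were wells without compound for no effect and wells lacking Bcl-B protein for full effect; a part of the inactive calls stands beside numbers as strong as those of hits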
PLAP inhibition – inhibition of human placental alkaline phosphatase – biochemical, luminescence, HTS (AID 690). one-dose inhibition, % at 20 µM; IC50 in µM for titrated hits. 96,000 compounds, 0.08% hits. purified PLAP, luminescent substrate; higher % means a stronger effect; in the data active = a potency from the dose series; inactive = the rest, 99 in 100 with inhibition below about 30%; also: strong numbers were not always called active
MRP reversal cytotoxicity – recorded beside MRP reversal, whose call it bears; viability, %; H69AR cells, CellTiter-Glo, 72 h; measured here: cytotoxicity without doxorubicin
MRP reversal with doxorubicin – also measured in MRP reversal; calls as there; viability, %; measured here: viability with 2 uM doxorubicin; stronger effect = lower value
NFkB transloc inh cell count 2 µM – recorded beside NFkB transloc inh, whose call it bears; cell count; measured here: cells passing quality filter;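 raw number of nuclei counted in each imaged well without normalization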
IL1B NFkB pot cell count 2 µM – recorded beside IL1B NFkB pot, whose call it bears; cell count; measured here: cells passing quality filter
The depositor's hits bear a star; ? = inconclusive; . = not tested or not shown. This is a subset (hit frequency here may not be typical).

The line under a structure holds: IL1B NFkB pot	PLAP inhibition	IL1B NFkB pot cell count 2 µM	MRP reversal cytotoxicity	MRP reversal	NFkB transloc inh	NFkB transloc inh cell count 2 µM	Bcl-B TR3 displacers	MRP reversal with doxorubicin
1: O=C(O)COc1ccc2nsnc2c1Cl
    0.3	4.1%	131	90.5	-3.3	-0.3	131	-2.7%	93.8
2: CC(=O)Nc1cccc(NC(=O)c2oc3ccccc3c2C)c1
    .	-55.6%	.	96.5	-9.5	.	.	-2.2%	106.0
3: COC(=O)c1ccc(CSc2nc3ccccc3c(=O)n2-c2cccc(OC)c2)o1
    .	-51.6%	.	82.3	4.4	.	.	-121.1%	77.9
4: Cc1nc(N)sc1-c1csc(NCc2ccccc2)n1
    -1.8	-13.0%	146	67.3	7.7	1.8	146	-25.5%	59.6
5: CC(=O)c1ccc(OCC(O)CN2CCN(c3ccccn3)CC2)cc1 (configuration not stated)
    .	-44.0%	.	107.8	27.6	.	.	-11.6%	80.2
6: COc1ccc(NC(=O)CSc2nnc(CNC(=O)COc3ccc(Cl)cc3)o2)c(OC)c1
    -0.8	2.0%	129	107.3	16.0	0.8	129	-7.8%	91.3
7: O=c1ccc2cc(S(=O)(=O)Nc3ccc(F)cc3)ccc2o1
    10.4	5.6%	114	98.3	12.7	-10.4	114	1.2%	85.6
8: c1ccc2c(-c3nc(-c4ccncc4)no3)cccc2c1
    -0.5	6.7%	131	67.4	-7.9	0.5	131	-9.7%	75.3
9: CC(C)CCn1c(C(C)O)nc2ccccc21 (configuration not stated)
    -1.8	3.4%	119	101.3	8.6	1.8	119	2.8%	92.7
10: COc1ccccc1N1CCN(/N=C/c2c(C)nn(-c3ccccc3)c2C)CC1
    17.2	-32.0%	143	.	.	-17.3	143	-5.9%	.
11: O=C(CCn1cnc2ccccc2c1=O)Nc1ccc(S(=O)(=O)N2CCCCC2)cc1
    -1.5	1.7%	137	91.6	-10.2	1.5	137	-5.0%	101.8
12: CCOC(=O)C(CCCOc1ccccc1C)C(=O)OCC
    -9.7	-29.4%	194	114.0	31.0	9.7	194	4.0%	83.1
13: Cc1nc2ccccc2cc1C(=O)O
    10.6	13.1%	161	96.2	3.3	-10.6	161	-0.7%	92.9
14: Cc1cccc(OCc2nc(-c3ccccn3)n[nH]2)c1
    12.1	-89.4%	152	33.7	-19.3	-12.1	152	-9.0%	53.0
15: O=C(Cc1cccs1)Nc1nnc(SCC(=O)NC2CCCCC2)s1
    -4.5	-3.7%	89	87.9	6.3	4.5	89	-51.6%	81.6
16: O=C(COC(=O)c1cc[n+]([O-])cc1)Nc1ccc2c(c1)OCCO2
    -0.3	9.4%	121	90.7	2.4	0.3	121	3.4%	88.3
17: CCOc1ccc(N=Cc2c(O)n(-c3cccc(C)n3)c(=O)c3ccccc23)cc1
    6.6	-4.1%	168	91.4	10.8	-6.6	168	-17.7%	80.7
18: CCOC(=O)CN(c1ccccn1)S(=O)(=O)c1ccccc1
    5.9	-11.6%	149	96.9	-0.3	-5.9	149	0.1%	97.3
19: CCN(CC)S(=O)(=O)c1cc(NC(=O)Cn2cnc3ccccc3c2=O)ccc1C
    3.1	-6.8%	174	.	.	-3.1	174	-13.7%	.
20: CCN(CC)CCOC(=O)C1c2ccccc2Oc2ccccc21
    0.5	-20.3%	67	94.0	4.8	-0.5	67	-5.9%	89.3
21: COc1ccc(CC(=O)Nc2ccc(OC)c(NC(=O)c3ccco3)c2)cc1
    16.9	22.4%	128	73.6	-3.8	-16.9	128	-4.9%	77.4
22: N#Cc1nc(COc2ccccc2Cl)oc1N1CCCCCC1
    ?	.	.	101.2	21.6	-40.7	57	.	79.6
23: CCOC(=O)CCP(=O)(O)C(O)(c1ccccc1)c1ccccc1
    -5.5	2.1%	59	96.5	-3.9	5.5	59	-6.0%	100.4
24: COC(=O)c1cn(NC(=O)C2CCCCC2)c(=O)c2ccccc12
    .	-10.9%	.	96.8	5.0	.	.	-7.0%	91.9
25: COc1ccc(-c2nn(-c3ccccc3)cc2C(=O)NCCCn2ccnc2)cc1
    -9.8	-162.3%	173	97.5	-12.8	9.8	173	-5.5%	110.2
26: Cc1nc(C)c(-c2csc(NCc3ccco3)n2)s1
    .	-34.5%	.	92.8	5.2	.	.	-7.9%	87.6
27: O=C(COc1ccc2ccccc2c1)N1c2ccccc2Sc2ccccc21
    9.9	-36.3%	140	.	.	-9.9	140	-2.8%	.
28: CC(C)(NO)/C(=N/O)c1cccs1
    -1.8	-13.2%	104	79.7	-6.0	1.8	104	-3.6%	85.7
29: CCOC(=O)c1c(C)c(C(=O)NC2CCCCCC2)c(C)n1C
    .	13.3%	.	92.5	2.9	.	.	-8.0%	89.7
30: Cc1cc(=O)oc(C)c1C(=O)NCc1ccc(F)cc1
    -9.1	-25.0%	79	84.4	6.0	9.1	79	-0.2%	78.4
31: CCNC(=O)C1CC(=O)N(Cc2ccc(F)cc2)C(=Nc2ccc(OC)cc2)S1 (configuration not stated)
    -4.8	15.6%	187	68.9	1.6	4.8	187	-2.4%	67.4
32: O=C(CN(C(=O)CNS(=O)(=O)c1ccccc1)c1ccc2c(c1)OCCO2)NCc1ccco1
    19.0	-1.8%	96	.	.	-19.0	96	-1.2%	.
33: COc1cccc(-c2cc3c(-n4cccc4)ncnc3o2)c1
    -3.5	13.6%	171	43.1	-18.4	3.5	171	2.9%	61.5
34: COC(=O)c1[nH]c2cc(OC)c(OC)cc2c1NC(=O)Oc1ccccc1
    8.8	6.4%	159	118.5	18.7	-8.8	159	-5.4%	99.8
35: CCN(Cc1ccccc1)C(c1cccs1)c1nnnn1C1CCCCC1 (configuration not stated)
    -8.3	36.4%	97	71.0	7.6	8.3	97	-3.7%	63.5
36: CC(=O)C1=C(C)N(Cc2ccco2)C(=O)C1(NC(=O)C1CCCCC1)C(F)(F)F (configuration not stated)
    19.7	-20.4%	140	91.1	7.6	-19.7	140	11.5%	83.4
37: COc1ccc(S(=O)(=O)N2CCCC(C(=O)NCc3ccccn3)C2)cc1 (configuration not stated)
    11.2	-20.6%	134	98.6	13.3	-11.2	134	-0.5%	85.3
38: c1ccc(-c2noc(-c3cccs3)n2)nc1
    7.4	.	138	70.6	-8.7	-7.4	138	.	79.3
39: COc1ccc(OCC(O)Cn2c(=N)n(Cc3ccccc3)c3ccccc32)cc1 (configuration not stated)
    -0.9	.	70	82.4	-8.3	0.9	70	-32.3%	90.8
40: CN1CCc2nc3sc(C(=O)C45CC6CC(CC(C6)C4)C5)c(N)c3cc2C1
    -2.5	-26.6%	124	.	.	2.5	124	-39.1%	.
41: O=C(Nc1ccccc1)N1CCN(c2ccc(F)cc2)CC1
    -13.5	.	114	82.5	-4.0	13.5	114	.	86.5
42: CCOC(=O)N1CCC(NC(=O)C2CCCCN2S(=O)(=O)c2ccc(F)cc2)CC1 (configuration not stated)
    2.0	-56.3%	65	89.0	-1.4	-2.0	65	6.9%	90.4
43: CC(=O)NCCNC(=O)CCNC(=O)c1ccc(Cl)cc1
    11.6	19.9%	139	.	.	-11.6	139	-2.5%	.
44: COc1ccccc1C1CC(=O)NC(C)=C1C(=O)OCC1CCCO1 (configuration not stated)
    ?	-9.2%	.	90.8	2.7	-41.8	168	18.0%	88.1
45: CCOc1ccc(C2c3c(oc4ccccc4c3=O)C(=O)N2CCCN2CCOCC2)cc1 (configuration not stated)
    13.1	-43.5%	113	90.7	9.8	-13.1	113	-7.4%	80.9
46: CC1(C)Cc2cccc(OCC(=O)N3CCN(S(=O)(=O)c4ccccc4)CC3)c2O1
    -7.8	-59.3%	202	49.2	-19.9	7.8	202	-16.6%	69.1
47: N#CC1=C(N)NC(SCC(=O)c2ccc(Cl)cc2)=C(C#N)C12CCCC2
    1.5	-14.5%	145	79.4	-10.6	-1.5	145	-17.9%	90.0
48: Cc1c(NC(=O)/C=C/C(=O)O)cccc1[N+](=O)[O-]
    -4.2	3.1%	118	.	.	4.2	118	1.0%	.
49: COc1nc(-c2ccccc2Cl)ccc1C#N
    -13.3	10.6%	113	.	.	13.3	113	-2.1%	.
50: CCOC(=O)COc1nc(C)c(Br)c(OC)n1
    .	-19.5%	.	100.7	-3.0	.	.	1.0%	103.7
51: COc1ccc(CCNC(=O)CSc2cc(=O)[nH]c(N)n2)cc1OC
    15.1	5.5%	115	85.6	-2.3	-15.1	115	3.7%	88.0
52: COc1cc2c(cc1OC)C(c1ccsc1)CC(=O)N2 (configuration not stated)
    20.7	11.8%	112	102.5	2.9	-20.7	112	9.9%	99.6
53: CCCCN1CC(COc2ccccc2)OC1=O (configuration not stated)
    14.4	-15.1%	91	102.1	4.0	-14.4	91	-3.9%	98.1
54: O=C(O)CCC(=O)Nc1nc2nc(-c3ccccc3)cc(-c3ccccc3)n2n1
    4.2	-20.0%	102	.	.	-4.2	102	7.1%	.
55: O=C(c1ccco1)N1CCN(C(c2coc3ccc(Cl)cc3c2=O)c2nnnn2C2CCCC2)CC1 (configuration not stated)
    -11.6	.	87	14.3	7.0	11.6	87	.	7.3
56: COc1ccc(-c2n[nH]c(C)c2-c2cnn(-c3ccccc3)c2)c(O)c1
    18.8	.	170	66.4	5.6	-18.8	170	.	60.8
57: OCc1nc2ccccc2n1CCCOc1ccc(Br)cc1
    17.5	-62.0%	148	.	.	-17.5	148	-6.9%	.
58: Cc1ccc(C)c(Cn2nnc3c(=O)[nH]c(C4CCCN(C(=O)C5CCC5)C4)nc32)c1 (configuration not stated)
    19.6	-56.7%	201	79.8	14.2	-19.6	201	-2.3%	65.7
59: CC(C)CC(=O)NN1CCCCC1
    -6.0	16.8%	189	.	.	6.1	189	1.8%	.
60: COc1cccc(NC(=O)CSc2nnc(Cc3cccn3C)n2-c2ccc(F)cc2)c1
    4.2	-66.3%	45	52.1	-16.7	-4.2	45	-8.3%	68.8
61: COc1cccc2cc(C(=O)n3ccc(C)n3)c(=O)oc12
    -0.4	11.8%	82	93.4	-11.2	0.4	82	-9.7%	104.6
62: Cc1c(Cl)c(C(=O)Nc2nc3ccccc3n2CCN2CCCCC2)nn1C
    -5.4	-147.9%	170	95.3	-2.4	5.4	170	-5.4%	97.7

Screening data (PubChem)
